Screening data from PubChem BioAssay.
N370S GC mod: inhibits or activates N370S mutant glucocerebrosidase; P04062; N370S GC spleen homogenate, 4MU-glucoside fluorescence; Potency, µM (series often up to 59.4 µM), without a hit: top-dose activity change, negative = inhibition, actives largely listed as inhibitors; 330,000 compounds, 0.092% hits;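 also: 0% = full enzyme activity and -100% = no enzyme basal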
KAT2A inh: inhibitors of human GCN5L2 histone acetyltransferase | GCN5L2 HAT assay, ThioGlo1 CoA-SH fluorescence | 390,000 compounds, 0.21% hits | Potency, µM (highest dose often 58.9 µM), without a hit: at the highest dose activity change, negative = inhibition, hits mostly inhibitors | Q92830
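Preincubate 20nM GCN5L2 with compound 15 min, RT → add 50uM ThioGlo1 + 75uM H3(1-25) + 70uM acetyl-CoA → read fluorescence 0 and 20 min. Primary qHTS; fluorescent artifacts likely.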
FEN1 inh: blocks human flap endonuclease 1 | P39748 | Recombinant FEN1 flap cleavage, fluorescence, 15 min | Potency, µM (top dose mostly 114 µM), for the others: top-dose activity change, negative = inhibition, most hits filed as inhibitors | 390,000 compounds, 0.35% hits | AID 588795; also: nearly all actives have a fitted effect of over 65% in size
Target sequence (P39748 whole entry, looked up): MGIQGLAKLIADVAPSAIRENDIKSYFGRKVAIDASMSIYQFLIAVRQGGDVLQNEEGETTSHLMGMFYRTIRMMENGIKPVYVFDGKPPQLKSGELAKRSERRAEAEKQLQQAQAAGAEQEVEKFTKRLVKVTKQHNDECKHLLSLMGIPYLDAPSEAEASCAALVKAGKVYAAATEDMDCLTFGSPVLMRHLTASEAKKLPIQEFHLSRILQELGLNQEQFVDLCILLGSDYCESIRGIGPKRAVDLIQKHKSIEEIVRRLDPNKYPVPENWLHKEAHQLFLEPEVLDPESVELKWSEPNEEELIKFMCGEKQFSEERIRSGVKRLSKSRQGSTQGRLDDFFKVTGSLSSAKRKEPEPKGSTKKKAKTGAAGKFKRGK
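Nuclease activity of 10 nM FEN1 was measured after 15 min of room-temperature exposure to titrated compounds, by adding 50 nM flap substrate and reading plates at 0 and 15 min.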
Starred values were filed as active, the others as inactive; u = inconclusive; x = not tested or not shown; & = joins results of further samples; [ ] = remark or other dose. Calls follow the shape of the dose curve; as a rule, active = well fitted curve in the direction sought with a large enough effect; inconclusive = small, poorly fitted or top-dose-only effect, or another doubt; inactive = no such curve, though single readings can be large; an effect the other way counts as inactive or inconclusive. Unless noted, % is scaled to controls: 0 for no effect and ±100 for the full control effect; potency is read from the fitted curve at half-maximal effect.

nr | FEN1 inh | KAT2A inh | N370S GC mod | SMILES
1 | -5% | -6% | 27% | COc1cc2c(=O)n(Cc3ccccc3)c(=O)n(CC(=O)NCc3ccco3)c2cc1OC
2 | -1% | 2% | -4% | CCCCCC(=O)NN1C(=S)N(c2ccc(OC)cc2)C(=O)C1CC(=O)Nc1ccccc1 (stereo not given)
3 | -11% | 1% | x | CC1CC(C)CN(C(=O)COC(=O)c2cncc(Br)c2)C1 (stereo not given)
4 | -7% | -15% | x | Cc1cccc(NC(=O)c2sc(-n3nc(C)c(CCC(C)C)c3C)nc2C)c1
5 | -3% | 0% | -10% | COc1ccc(OC)c(NC(=O)C2C3C=CC(C3)C2C(=O)NCc2cccnc2)c1 (stereo not given)
6 | -14% | -12% | 21% | S=C(NCc1ccccc1)Nc1ccc(Oc2ccccc2)cc1
7 | -3% | -2% | 7% | COc1ccc(C(=O)C2CCCN(C(=O)Cn3nc(C)cc3C)C2)cc1F (stereo not given)
8 | 8% | -1% | u | CC(C)c1ccccc1-n1c(SCC(=O)N2CCc3ccccc3C2)nc2ccccc2c1=O
9 | 18% | 1% | 3% | Cc1ccc(C(=O)COC(=O)CN2C(=O)C3C4C=CC(C4)C3C2=O)cc1C (stereo not given)
10 | 1% | -12% | -20% | COC(=O)C(Cc1ccccc1)NC(=O)c1cc(S(=O)(=O)N(C)C)ccc1Cl (stereo not given)
11 | 11% | -8% | 9% | Cc1cccc(CCN=c2c([N+](=O)[O-])nn(-c3ccccc3)n2O)c1
12 | 0% | 2% | 0% | CC1CCCC(NC(=O)CN(C)S(=O)(=O)c2cnc[nH]2)C1C (stereo not given)
13 | 2% | 57%[activator] | -4% | Cc1ccccc1NC(=O)Nc1nc2ccc(S(C)(=O)=O)cc2s1
14 | -4% | -1% | -5% | Cn1c(CN2CCN(C(=O)c3ccco3)CC2)nc2cc([N+](=O)[O-])ccc21
15 | 5% | -2% | x | Cc1cccc(CNC(=O)CCCN2C(=O)c3cccnc3Oc3ccccc32)c1
16 | 35µM* | u | -3% | CCCSc1nnc(NC(=O)CSc2sc3c(O)cc(=O)[nH]c3c2C#N)s1
17 | 10% | 24% | 10% | CCCN(CC(=O)Nc1ccccc1C)C(=O)/C=C/c1cccs1
18 | -2% | -6% | 1% | Clc1ccc(-n2cccc2)cn1
19 | -3% | -5%[0.501 µM] | 5% | COc1cc(NC(=O)c2ccc(Cl)cc2)c(OC)cc1Cl
20 | 1% | -9% | 7% | CC(C)c1cc(C(=O)Nc2sc3c(c2C#N)CCC3)no1
21 | -8% | -1% | -11% | Cc1cc(C(=O)N/N=C/c2c(CO)cnc(C)c2O)c2ccccc2n1
22 | 7% | -1% | -8% | O=C1CC(Nc2ccc(N3CCOCC3)cc2)C(=O)N1Cc1ccccc1 (stereo not given)
23 | -7% | u | 11% | CCN(C(N)=S)c1ccccc1
24 | 1% | 8% | 7% | CN1CCN(c2nc(-c3ccccc3)c3cc(Cl)ccc3n2)CC1
25 | -14% | 1% | -9% | CCC(=O)c1cc2c(C)cc(=O)oc2c(C)c1OC(C)=O
26 | -1% | -3% | -7% | CN(C)CCCN(C(=O)c1ccco1)c1nc2ccc(F)cc2s1
27 | 7% | -21% | 4% | Cc1cc(C)c(/C([O-])=C(/C(=S)Nc2ccc(SC(F)F)cc2)[n+]2ccccc2)cc1C
28 | -3% | -4% | x | C[C@H](CO)N1C[C@H](C)[C@@H](CN(C)Cc2ccncc2)Oc2c(NC(=O)C3CC3)cccc2C1=O
29 | -3% | -10% | 13% | CC(C)Cn1c(-c2ccc(Br)o2)n[nH]c1=S
30 | -16% | -6% | -1% | CCN1Cc2c(/C=C/c3ccccc3)nc3ccc(OC)cc3c2N(c2cccc(Cl)c2)C1
31 | -7% | -11% | 2% | Cc1ccc(C(=O)NC2CC(C)(C)NC(C)(C)C2)cc1Cl
32 | 1% | -1% | 0% | O=C(C1CCCN(Cc2ccccc2[N+](=O)[O-])C1)N1CCCC1 (stereo not given)
33 | -1% | -7% | -15% | Cc1c(C(=O)N2CCCC2)c(S(=O)(=O)Nc2ccccc2Cl)c(C)n1C
34 | 4% | 1% | -9% | CNC(=O)COc1ccc(C=O)cc1OC
35 | -8% | -7% | 6% | CC1(/[N+]([O-])=C/c2cccc(Cl)c2)CCCCC1=O (stereo not given)
36 | -3% | -4% | -1% | COc1ccc(OCC(=O)C2CC2)c(C#N)c1
37 | 11% | 1% | 1% | N/C(=N\OC(=O)Nc1ccccc1)c1ccno1
38 | -18% | -1% | -15% | COc1cccc(N2CCN(S(=O)(=O)c3ccc4c(c3)N(C(C)=O)CCO4)CC2)c1
39 | 13% | -16% | 11% | CCOc1ccc(CCNC(=O)COC(=O)Cn2cnc3ccccc3c2=O)cc1OCC
40 | 3% | -1% | 3% | O=[N+]([O-])c1ccc(N2CCN(S(=O)(=O)c3ccccc3)CC2)c2cccnc12
41 | -6% | -8% | -11% | COc1ccc(C)cc1S(=O)(=O)N1CCCC(C(=O)N2CCN(c3ccccc3F)CC2)C1 (stereo not given)
42 | 8% | 1% | -4% | CCn1c(CCNC(=O)c2ccccc2Cl)n[nH]c1=S
43 | -14% | -22% | 7%[12.8 µM] | Cc1ccc(SCC(=O)NC(=O)NCc2ccco2)c(C)c1
44 | -12% | -8% | x | COc1ccc(S(=O)(=O)Nc2cc3c(cc2NCc2ccccc2)n(C)c(=O)n3C)cc1
45 | 13% | -4% | x | CSc1ccc(CNC(=O)c2ccc(NC(=O)c3nsc4ccccc34)cc2)cc1
46 | -1% | -3% | x | Cn1cc(S(=O)(=O)N2CCCCC2)cc1C(=O)NCc1ccc(Cl)cc1
47 | -5%&15% | -3% | -10% | Cc1cc(C)cc(N(CC(=O)N2CCN(Cc3ccccc3)CC2)S(=O)(=O)c2c(C)noc2C)c1
48 | -14% | -8% | 11% | CCOC(=O)c1ccccc1NC(=O)CN1CCC(n2nnc3cc(C(F)(F)F)ccc32)CC1
49 | 5% | 3% | 2% | COc1ccc(CN2CC(C(=O)NCCc3ccccc3)CC2=O)cc1 (stereo not given)
50 | -20% | -4% | x | COc1cc2sc(-c3ccccc3OC)c(-c3ccc(OCCN4CCCCC4)cc3)c2cc1OC
51 | 0% | -2% | 0% | Cc1c(NC(=O)c2cnc(Cl)c(Cl)c2)c(=O)n(-c2ccccc2)n1C
52 | -13% | -7% | -6% | Cc1ccc(NS(=O)(=O)c2cccc(C(=O)N(C)Cc3cccs3)c2)cc1
53 | -3% | -19% | -10% | CCOC(=O)N1CCN(c2c(N3CCc4ccccc43)c(=O)c2=O)CC1
54 | -2% | 2% | 5% | O=C(CCC(=O)Nc1ccccc1)NCCO
55 | -24% | -12% | 2% | O=C(NNC(=S)NCc1ccccc1)c1ccc(Br)o1
56 | -13% | u | -13% | CCCCCCCc1nc2c(=O)n(C)c3ccccc3c2o1

(next part)
nr | FEN1 inh | KAT2A inh | N370S GC mod | SMILES
57 | 39%[activator] | 1% | 1% | CCCCC(=O)Nc1ccc(Br)cc1C(=O)O
58 | 12% | 1% | -9% | CC(C)(C)C1CCC(C(=O)Nc2nccs2)CC1 (stereo not given)
59 | 17% | 3% | -19% | CN(CC(=O)Nc1ccc(Cl)c(C(F)(F)F)c1)C(=O)C1CC(=O)N(Cc2ccco2)C1 (stereo not given)
60 | -2% | -4% | x | CCOC(=O)c1cc(S(=O)(=O)Nc2ccccc2)[nH]n1
61 | 6% | -12% | x | C[C@H](CO)N1C[C@H](C)[C@@H](CN(C)S(=O)(=O)c2cccs2)Oc2ccc(NC(=O)Nc3ccc(C(F)(F)F)cc3)cc2C1=O
62 | -2% | -27% | u | CCS(=O)(=O)C1=NN2C(=N)/C(=C\c3ccc(OCCOc4cccc(OC)c4)c(OC)c3)C(=O)N=C2S1
63 | -19% | -4% | 6% | COc1cccc(-n2nnnc2SCC(=O)Nc2ccc3c(c2)OCCO3)c1
64 | -2% | -4% | -3% | CN(C1=NC(=O)CS1)c1ccc(O)cc1
65 | -4% | 2% | 4% | COCCNC(=O)c1ccc(CN2CCc3ccccc3C2)cc1
66 | 5% | -10% | x | CCOc1ccc(C(=O)Nc2cc3c(cc2N2CCCC2)n(C)c(=O)c(=O)n3C)cc1OCC
67 | -1% | 1% | -10% | COc1cc(NC(=O)/C=C/c2ccccc2[N+](=O)[O-])cc(OC)c1
68 | 14µM* | -6% | 6% | CCN(CC)Cc1cc2[nH]c3c4ccc(Cl)cc4ncc3c2cc1OC
69 | -5% | -3% | 9% | CCOc1ccc(C(=O)Nc2sc3c(c2C(=O)OC)CC(C)(C)NC3(C)C)cc1
70 | -4% | -24% | -7% | Cc1ccc(C)c(NC(=S)N2CCN(S(=O)(=O)c3ccccc3)CC2)c1
71 | -16% | 9% | -9% | CC1CCN(c2nc(-c3ccc(F)cc3)cc(C(F)(F)F)n2)CC1
72 | -10% | -3% | 3% | CCCOC1CCCN(Cc2cn(C)nc2-c2ccccc2F)C1 (stereo not given)
73 | 1% | -1% | x | CCOc1ccc(C(=O)NCC(=O)Nc2ccncc2)cc1OCC
74 | -17%&-15% | 1%&-8% | 1% | CCOC(=O)c1ccc(-n2c(CCC(=O)O)ccc2-c2ccccc2)cc1
75 | -11% | 0% | 10% | COCCNc1nc(-c2cc(C)c(C)cc2C)cs1
76 | 1% | -8% | 4% | CCN(CC)C(=O)Cn1c(=O)c2ccccc2n2c(=S)sc(-c3cccc(C)c3)c12
77 | 6% | 1% | x | O=C(COC(=O)c1ccc(CN2CCCC2=O)cc1)Nc1ccc(F)cc1
78 | -3% | -1% | -20% | COc1ccc(C(=O)N/N=C(/C)c2cccc(NC(=O)C(F)(F)F)c2)cc1
79 | 4% | -2% | -4% | COc1ccc(C(C)=O)cc1CSCC(=O)O
80 | 4% | -12% | -2% | CCOc1ccc2nc(SCc3ccccc3C#N)sc2c1
81 | 3% | -10% | 3% | COc1cc(/C=C/C(=O)Nc2ccc3nc4n(c(=O)c3c2)CCCC4)cc(OC)c1OC
82 | -2% | -5% | x | CCN(CC)c1ccc(NC(=O)Cn2nc3c(cc2=O)CCCC3)c(C)c1
83 | x | u | u | CN(C)c1ccc(-c2nc(Nc3ccncc3)c3ccccc3n2)cc1
84 | 11%&-19% | 9% | -1%&10% | COc1ccc(C2/C=C\CN(C(=O)C3CCCCC3)CC(=O)N2Cc2ccc(F)cc2)cc1 (stereo not given)
85 | 0% | x | -25% | CO/N=C/NC(=O)NOCc1c(Cl)cccc1Cl
86 | 5% | 7% | -8% | CCc1ccccc1N(C(=O)CCC(=O)Nc1cc(C)on1)C(C(=O)NC1CCCC1)c1ccco1 (stereo not given)
87 | 0% | -1% | -2% | COc1cccc(NC(=O)c2ccc(CN3CCOCC3)cc2)c1
88 | 43%[activator] | 0% | x | CC[C@]1(C(=O)OC)[C@H]2C(=O)N(C)C(=O)[C@H]2[C@H]2CN=C(SCc3ccc(C(=O)OC)cc3)N21
89 | -12% | 8% | 10% | COc1cccc(NC(=S)NCCc2ccccn2)c1
90 | -14% | -16% | 3% | Cn1c(=O)c2c(nc(SCC(=O)NC34CC5CC(CC(C5)C3)C4)n2C)n(C)c1=O
91 | -1% | -2% | 4% | CC(NC(=O)c1cc(-c2ccccc2)on1)c1ccccc1 (stereo not given)
92 | 2% | -3% | 4% | CCc1ccccc1NC(=S)N1CCC(C(=O)c2ccc(F)cc2)CC1
93 | -1% | -1% | -3% | CCN(CC)CCCNC(=O)CCn1nc(-c2ccccc2)ccc1=O
94 | 9% | 0% | x | CCCCSc1nc(-c2cccc(OC)c2)nc2c1Cc1c(CO)cnc(C)c1O2
95 | 7% | -5% | 3% | O=C(NC1CCN(C(=S)NCc2ccco2)CC1)NC12CC3CC(CC(C3)C1)C2
96 | x | u | -2% | COc1cccc(Nc2ncc3nc(CCc4ccccc4)c(=O)n(CCC#N)c3n2)c1
97 | -11% | -4% | 19% | O=C(NCc1ccccc1C(F)(F)F)C1CC(c2ccccc2C(F)(F)F)=NO1 (stereo not given)
98 | -11% | -3% | -20% | CN(C)CCCN(C(=O)c1ccc2c(c1)CCCC2)c1nc2cc3c(cc2s1)OCO3
99 | 4% | -2% | -3% | Cc1cccc(S(=O)(=O)Nc2ccc(-c3ccc4nncn4n3)cc2)c1
100 | 17%&3% | 2% | -1% | CCC1COCCS(=O)(=O)N1Cc1ccccc1 (stereo not given)
101 | 26% | 0% | 2% | CCOC(=O)COc1cccc2c(=O)n(CC(=O)N3CCc4ccccc43)ccc12
102 | 6% | -27% | -2% | COc1ccc(-c2noc(CNC(=O)C(C)Oc3ccccc3)n2)cc1 (stereo not given)
103 | -6% | -5% | 5% | COc1ccc(/C=C2\SC(=O)N=C2N)cc1

Not all compounds are listed. The share of hits here may be higher or lower than overall.
